# ROC1-CUL1 inh: human ROC1-CUL1 E3 ligase inhibition; P62877+Q13616; in vitro K48 di-Ub FRET, acceptor:donor ratio, 45 min; inhibition, % at 10 µM; hit rate 0.6% among 140,000; AID 1347404; in the data active means inhibition above about 25%
# Target sequence (P62877 whole entry, looked up): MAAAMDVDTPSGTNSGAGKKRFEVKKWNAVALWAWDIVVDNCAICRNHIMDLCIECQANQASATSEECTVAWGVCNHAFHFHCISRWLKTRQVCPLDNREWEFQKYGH
# Target sequence (Q13616 whole entry, looked up): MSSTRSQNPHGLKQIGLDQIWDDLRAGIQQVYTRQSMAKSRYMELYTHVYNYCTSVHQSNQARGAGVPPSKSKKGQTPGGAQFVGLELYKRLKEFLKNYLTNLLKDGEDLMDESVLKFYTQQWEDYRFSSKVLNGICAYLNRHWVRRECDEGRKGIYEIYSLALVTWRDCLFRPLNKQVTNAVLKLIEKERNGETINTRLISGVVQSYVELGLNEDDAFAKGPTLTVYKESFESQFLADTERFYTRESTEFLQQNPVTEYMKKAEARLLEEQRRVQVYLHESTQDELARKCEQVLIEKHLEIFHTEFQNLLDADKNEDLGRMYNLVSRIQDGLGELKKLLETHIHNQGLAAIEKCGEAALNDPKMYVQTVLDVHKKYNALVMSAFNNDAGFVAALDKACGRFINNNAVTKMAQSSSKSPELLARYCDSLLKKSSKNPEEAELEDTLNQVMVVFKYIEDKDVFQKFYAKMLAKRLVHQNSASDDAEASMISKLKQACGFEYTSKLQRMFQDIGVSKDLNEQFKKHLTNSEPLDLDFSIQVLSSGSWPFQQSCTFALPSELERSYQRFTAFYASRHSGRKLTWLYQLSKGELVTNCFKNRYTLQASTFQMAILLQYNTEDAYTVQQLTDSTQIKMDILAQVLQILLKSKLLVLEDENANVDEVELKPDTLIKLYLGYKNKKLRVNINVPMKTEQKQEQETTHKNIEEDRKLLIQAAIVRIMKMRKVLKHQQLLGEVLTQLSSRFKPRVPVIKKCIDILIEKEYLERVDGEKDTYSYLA
# The depositor's hits bear a star. Not all compounds are listed; rates above refer to the full screens.
entry	SMILES	ROC1-CUL1 inh
1	Cc1nn2c(=O)cc(COC(=O)c3ccc(C(C)(C)C)cc3)nc2s1	-0.9
2	Cc1nc2nc(NC(=O)c3ccc(C(C)(C)C)cc3)[nH]n2c(=O)c1Cl	-0.6
3	Cc1cc(C)c(Cn2c(=O)n(CCCCCC(=O)NCc3ccc4c(c3)OCO4)c(=O)c3sccc32)c(C)c1	-11.8
4	CC(C)CCCC(C)C1CCC2C3CCC4C(C)[C@@H](O)CCC4(C)C3CCC12C (stereo not given in full)	4.0
5	COc1ccc(NC(=O)c2cc3c(=O)n(Cc4cccs4)ccc3nc2C)c(OC)c1	-11.6
6	COc1cc(C(NC(=O)c2ccccc2)NC(=O)c2ccccc2)ccc1OCC(C)C	-1.7
7	CCOc1ccc(NC(=O)CCc2c(C)nc3c(c(C)nn3-c3ccccc3)c2C)cc1	-1.7
8	COC(=O)c1c(N)c2c(nc(SC)n3nnnc23)n1C	-4.6
9	CCS(=O)(=O)c1ncc(CN(C)Cc2ccccn2)n1CCOC	-8.3
10	COC(=O)c1c(C)sc(-c2c(-c3ccc4c(c3)OCCO4)[nH]c3[nH]c(=O)[nH]c(=O)c23)c1O	7.8
11	O=C(COc1ccccc1)NCc1ccc(-c2nc3ccccc3s2)cc1	4.7
12	O=C(Cn1cnc2ccccc21)N1CCC(c2cc(=O)[nH]cn2)CC1	7.1
13	O=C1NC(=O)C(=Cc2cc(Cl)c(OCc3ccc(C(=O)O)cc3)c(Cl)c2)C(=O)N1	-2.2
14	CCN(CC)C1=NC=CC(c2ccccc2)=CC1=C(SC(C)C)SC(C)C	11.3
15	COc1ccc(/C=N/NC(=O)CSc2nc3scc(-c4ccc(C)cc4)c3c(=O)n2-c2ccccc2)cc1	-12.4
16	COc1ccc(OCC(=O)Nc2ccc(F)cc2)cc1	2.7
17	COc1cccc(-c2nc3ccc(C(=O)N(C)C(C)C)cc3o2)c1	5.5
18	Cc1ccc(-n2nc(C(=O)Nc3ccc(Br)cc3C)c(=O)n(C)c2=O)cc1	-3.2
19	Cc1ccccc1N=C1S/C(=C\c2ccc3c(c2)OCO3)C(=O)N1c1ccccc1C	-0.9
20	CCC1CN(C(=O)N2CCC(C(=O)NCc3cccs3)CC2)c2ccccc2O1 (stereo not given)	2.3
21	COc1ccc(-c2ccnc3c2c(=O)[nH]c(=O)n3Cc2ccccc2)cc1OC	4.0
22	Cc1ccc(/C=C(\C#N)c2nc3ncccc3[nH]2)cc1	8.0
23	COC(=O)c1sccc1S(=O)(=O)N(CC(=O)NCc1ccc(C)cc1)c1ccc(Cl)cc1	-8.8
24	CCCC12CN3CC(CCC)(CN(C1)C3c1ccc(O)cc1O)C2=O (stereo not given)	-4.4
25	CCOC(=O)c1c(-c2ccccc2)nc(SCC(N)=O)c(C#N)c1-c1ccncc1	-0.1
26	Cc1cccc(C)c1NC(=O)C(c1ccccc1)N(C(=O)C1CCC(=O)N1)c1ccccc1 (stereo not given)	6.0
27	CC(C)=NNC(=S)NCc1ccco1	-0.5
28	CC(C)Sc1ccccc1C(=O)NCCc1ccccc1	-0.8
29	O=C(c1ccc(N2CCCCC2)cc1)N1CCOc2ccc(CN3CCCCC3CO)cc2C1 (stereo not given)	3.8
30	COc1ccc(CC2(CO)CCN(Cc3ccc(NC(C)=O)cc3)CC2)cc1	6.8
31	N=C1C(C(=O)c2ccc(Cl)cc2)C(c2cccs2)C2=C(CCCC2=O)N1c1ccccc1 (stereo not given)	8.9
32	COc1cc(/C=N/NC(=O)c2cccs2)cc(I)c1O	8.9
33	CCOc1ccc(NC(=O)Cn2nc(SC)c(S(=O)(=O)c3ccccc3)c2N)cc1	-1.0
34	Cn1c(SCc2ccc(Br)cc2)nc2ccccc21	7.6
35	CCCCC(=O)NC(Nc1nc(C2CC2)cs1)(C(=O)OCC)C(F)(F)F (stereo not given)	-2.0
36	Cc1cc(C)n(Cc2ccc(C(=O)N3CCCC(c4nc(C)ncc4-c4ccc(F)cc4)C3)cc2)n1 (stereo not given)	-2.5
37	COc1c(Cl)cc(Cl)cc1C(=O)/C=C/c1ccc(NC(=O)c2ccc(C)cc2)cc1	1.0
38	CCCCCCCC(=O)Nc1ccccn1	9.1
39	CCN1CCN(Cc2ccc(NC(=O)Nc3ccccc3)cc2)CC1	-0.3
40	COc1ccc(CNC(=O)CCn2nc(C)c3c(C)n(-c4ccccc4)nc3c2=O)cc1OC	-3.3
41	Cc1cc(C)cc(NC(=S)NC(=O)C2CC2)c1	3.2
42	C=CC[C@H]1CC(C)=C[C@H](CC=C)N1C(=O)c1ccc(-n2cc(NC(=O)c3cccnc3)cn2)cc1	7.6
43	COc1ccc(N(Cc2cc3cccc(C)c3[nH]c2=O)C(=O)c2cccc(Cl)c2)cc1	-0.6
44	COCC(=O)N1CCCC1C(=O)Nc1cccc(-c2cccc(C)c2)c1 (stereo not given)	-7.0
45	Cc1cc(C)cc(OCCCn2c(CCNC(=O)C3CCCCC3)nc3ccccc32)c1	1.1
46	CS(=O)(=O)c1ncc(CN2CCC[C@H]2C(N)=O)n1CC1CCCCC1	5.0
47	CC12CCC(C(N)=O)(OC1=O)C2(C)C (stereo not given)	8.7
48	O=C(c1ccc(Br)cc1)n1nnc2ccccc21	2.5
49	COc1ccc(NC(=O)c2sc3nc(-c4ccccc4)cc(-c4ccc(Cl)cc4)c3c2N)cc1	0.1
50	CN(C)S(=O)(=O)N1CCC(C2CCN(CCc3ccccc3)C2)CC1 (stereo not given)	-5.2
51	CCOc1c(I)cc(C(=O)Nc2ccc(O)cc2)cc1OCc1ccccc1	5.6
52	COc1ccc2c(c1)C(=O)/C(=C/c1ccc(Cl)cc1Cl)CC2	7.0
53	Cc1sc2ncnc(Oc3ccccc3Br)c2c1C	-7.4
54	c1cnc(-c2nnc3n2CCCN3)cn1	-8.5
55	O=C1CN(C(=O)COc2ccccc2)CCN1	2.5
56	CCOc1ccccc1CNCCO	-8.2
57	CCc1ccc(NC(=O)CN2C(=O)CCSc3ccccc32)cc1	-5.0
58	Cc1cc(NC(=O)c2sc3nc(N)c(C#N)cc3c2N)ccc1Br	-3.3
59	COc1ccc(NC(=O)c2cccc(N3CCCS3(=O)=O)c2)cc1OC	-3.2
60	Cc1cccc(Nc2nc(O)c(C3=c4ccccc4=NC3=O)s2)c1C	0.0

# Following part.
entry	SMILES	ROC1-CUL1 inh
61	CCOC(=O)C1CCCN(C(=O)c2nn(-c3ccc(C)cc3)c(=O)c3c2c2ccccc2n3C)C1 (stereo not given)	-0.9
62	COc1ccc(-c2cc(C)no2)cc1S(=O)(=O)N1CCN(c2ccc(C(C)=O)cc2)CC1	16.7
63	COCc1ccc(C(=O)N(CCc2ccccc2)CC2CCN(C)CC2)o1	-2.6
64	O=C(NC(N1CCCC1=O)(C(F)(F)F)C(F)(F)F)c1ccccc1	4.8
65	CCCCSCc1cc(C(=O)O)oc1C(C)(C)C	10.2
66	Cc1ccc(CSc2ncc(Cl)c(C(=O)Nc3nc4ccc(C)cc4s3)n2)cc1	-0.2
67	CN1CCN(CC(=O)Nc2sc3c(c2C#N)CCCC3)CC1	3.5
68	CSc1nc2nc(C(C)C)cc(=O)n2[nH]1	-5.2
69	Cn1c(=O)c(=O)n(C)c2cc(N3CCCC3)c(NC(=O)c3ccc(C(C)(C)C)cc3)cc21	-7.5
70	Cc1nc2sc(C(=O)c3ccccc3)c(N)c2c(C)c1C	4.7
71	O=C(N[C@@H](CO)c1ccccc1)c1cc2ccc1CCc1ccc(cc1)CC2	0.9
72	CCC(=O)N1c2ccccc2-c2nnc(SC)nc2OC1c1ccc(C)o1 (stereo not given)	-8.3
73	COc1ccc(C)cc1NC(=O)CSc1nnc(Cc2ccccc2)o1	-0.4
74	O=C(CNC(=O)c1ccccc1F)OCc1cc(=O)n2ccsc2n1	-2.4
75	CN=C1CC=C(Br)C=C(C(=O)/C=C/c2ccc3c(c2)OCO3)C1=O	-0.8
76	CCCc1noc(CN2CCC(N(CC)CC)C2)n1 (stereo not given)	1.8
77	Cc1cc(=O)[nH]c(SCC(=O)Nc2cccc(Cl)c2)n1	0.6
78	Cc1ccc(C(=O)NCC(=O)NCC(=O)OCC(=O)c2cccs2)cc1	0.4
79	Cc1ccc2c(nc3s/c(=C\c4ccccc4OCc4ccc(Cl)cc4Cl)c(=O)n32)c1C	-1.2
80	CC1(C)OC(=O)C(=Cc2cc(Br)ccc2OCC(=O)Nc2ccccc2)C(=O)O1	2.6
81	COc1ccc(CC2(CCC(=O)NC(c3ccccc3)c3ccncc3)CCC(=O)N2)c2ccccc12 (stereo not given)	-1.3
82	CCOC(=O)c1c(C)oc2nc(C)nc(NCC3CCN(Cc4ccc(Cl)cc4)CC3)c12	-7.1
83	COCc1ccc(CNC2CCCc3nc(-c4ccccc4)ncc32)o1 (stereo not given)	0.5
84	O=S(=O)(c1ccc(Cl)cc1)c1nc(C(c2ccccc2)c2ccccc2)oc1N1CCOCC1	1.3
85	CN(C)c1ccc(C(CNS(=O)(=O)c2ccc(Cl)cc2)N2CCCC2)cc1 (stereo not given)	-5.7
86	O=C(Nc1ccc2oc(-c3cc(Br)ccc3Cl)nc2c1)c1ccco1	-14.5
87	Cc1ccc2c(c1)CN(Cc1c(C)nc3sccn13)CC(c1ccsc1)O2 (stereo not given)	5.1
88	COC(=O)c1ccc(NC(=O)CC2C(=O)N(c3ccccc3)C(=O)N2Cc2ccco2)cc1 (stereo not given)	1.8
89	CCc1ccc(N(CC)C(=O)c2sc3nc4n(c(=O)c3c2C)CCCC4)cc1	-4.6
90	COc1cc(-c2nc(CN3CCC(C(=O)N4CCCC4)CC3)c(C)o2)ccc1F	-7.6
91	O=C(NCCn1cccn1)c1coc(COc2cccc(F)c2)n1	0.7
92	O=C(c1cnn(-c2ccccc2)c1)c1cc(Cl)cc(Cl)c1O	-1.9
93	O=C(CSc1nnc(Cc2cccs2)n1-c1ccccc1)NC1CCCCC1	11.4
94	CCCOc1ccc(C(=O)Nc2cc3c(cc2N2CCOCC2)n(C)c(=O)n3C)cc1	-2.2
95	COc1ccc(OCc2nc3ccccc3n2Cc2ccccc2Cl)cc1	0.2
96	CCCCN(C)C(=O)CCC(=O)NNc1nc2ccccc2c2nc(C)nn12	-7.9
97	COc1ccc(Br)cc1C(=O)Nc1ccc(-c2nnc(-c3ccco3)o2)cc1	0.8
98	Cc1ccccc1Cn1c(=O)n(CCCCC(=O)NCc2ccc3c(c2)OCO3)c(=O)c2ccccc21	-3.8
99	CCc1nc(-c2cc(S(=O)(=O)N3CCN(c4ccc(OC)cc4)CC3)ccc2OC)no1	-0.9
100	CCc1noc(-c2ccc(N3CCC(C)CC3)c([N+](=O)[O-])c2)n1	-4.8
101	CCCCOc1cccc(C(=O)NC(=S)Nc2ccc(NC(=O)c3cc4ccccc4o3)c(C)c2)c1	-4.9
102	COC1CCN(Cc2nc(-c3ccc(Cl)cc3)oc2C)CC1	3.7
103	CC(C)CN=C1NC(=O)N(C(C)C)C(=O)C1C#N (stereo not given)	3.1
104	CCOc1cccc(C(=O)Nc2cccc(Cl)c2N2CCN(CC)CC2)c1	-3.9
105	COc1ccc(CC2(CCC(=O)NCC3(c4ccccc4)CC3(C)C)CCC(=O)N2)c(F)c1 (stereo not given)	15.3
106	c1ccc(N2CCN(C3CCCN(Cc4ccn[nH]4)C3)CC2)cc1 (stereo not given)	-4.2
107	CC1=CON(c2ccccc2)CC1	-9.5
108	Cc1cc(C)c(NC(=O)c2ccc(Cl)cc2)c(C)c1	-5.3
109	CCCCSc1nc2sc3c(c2c(=O)n1CC)CCCC3	-7.5
110	Cc1cccc(-c2cnc(-c3ccncc3)nc2C2CCN(C(=O)c3cc(CC(C)C)on3)CC2)c1	2.6
111	Cc1ccc(-c2ccc(CCC(=O)O)n2-c2ccc(C)c(Cl)c2)cc1	5.7
112	COc1ccc(OC)c(NC(=O)CCn2cnnn2)c1	-8.3
113	Clc1ccccc1C1CC(c2cccs2)=Nc2ccccc2S1 (stereo not given)	5.9
114	CCC(Oc1ccc(Cl)cc1)C(=O)N1CCC(C)CC1 (stereo not given)	-10.4
115	CCc1ccc(OCc2cc(=O)n3cc(C)sc3n2)cc1	-1.4
116	Cc1ccccc1OCCn1c(CCNC(=O)C2CCCCC2)nc2ccccc21	-12.3
117	Cn1cc(/C=N/OCC(=O)O)nc2c(=O)n(-c3ccccc3)c(=O)nc1-2	2.4
118	COc1cc(CN2Cc3cc(C)ccc3OC(c3ccsc3)C2)cc(OC)c1OC (stereo not given)	6.5
119	CCN(c1cccc(C)c1)S(=O)(=O)c1cc2c(cc1C)n(C)c(=O)c(=O)n2C	-2.8
120	Cc1ccc(C)c(Cn2c3ccccc3c3cnn(CC(=O)NC4CCC(C)CC4)c(=O)c32)c1 (stereo not given)	-7.1

# 4 entries from above, field by field.
107) CC1=CON(c2ccccc2)CC1
  ROC1-CUL1 inh: -9.5
108) Cc1cc(C)c(NC(=O)c2ccc(Cl)cc2)c(C)c1
  ROC1-CUL1 inh: -5.3
109) CCCCSc1nc2sc3c(c2c(=O)n1CC)CCCC3
  ROC1-CUL1 inh: -7.5
110) Cc1cccc(-c2cnc(-c3ccncc3)nc2C2CCN(C(=O)c3cc(CC(C)C)on3)CC2)c1
  ROC1-CUL1 inh: 2.6

# (list continues)
entry	SMILES	ROC1-CUL1 inh
121	COc1cc(OC)c(N(C)C(=O)C2CCCN(c3ncnc4c3nc3n4CCCCC3)C2)cc1Cl (stereo not given)	-4.4
122	CCC(=O)N1CCc2cc(Br)cc(S(=O)(=O)NCc3ccccc3)c21	-9.2
123	O=C(Nc1nc(-c2ccc(F)cc2)cs1)c1cnccn1	5.5
124	O=C(O)c1cc2sc(F)cc2s1	0.5
125	CC(=O)C1=NN(c2ccc(Cl)cc2)C(c2ccc3c(c2)OCO3)N1c1ccccc1 (stereo not given)	13.5
126	CCN1CCN(CC(O)COc2ccc(Cl)cc2C)CC1 (stereo not given)	1.2
127	CCOc1c(Br)cc(/C=C2/C(=O)N(c3cccc(C(=O)O)c3)N=C2C)cc1OC	91.1*
128	CC(C)CNC(=O)c1cc(-c2ccco2)nc2ccccc12	-4.9
129	CCOc1ccccc1NC(=O)CN1CCCCCC1	3.6
130	COCn1c(Cl)nc2c1c(=O)n(C)c(=O)n2C	-4.4
131	Cc1ccccc1N1C(=O)C(Cl)=C(N2CCOCC2)C1=O	-3.4
132	O=C(Nc1nc(-c2ccc(Br)cc2)ns1)c1ccccc1F	4.5
